Screens deposited in PubChem by National Center for Advancing Translational Sciences (NCATS).
Rhodamine autofl: rhodamine region autofluorescence; actives 0.05% (n = 59,000); max dye-equivalent concentration, M; Rhodamine-region fluorescence, 547/598 nm, Tris buffer; stronger effect = higher value; in the data active = max dye-equivalent concentration above about 11 nM; inconclusive = between about 1.1 nM and that limit
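Steps: pin-transfer compounds into pH 8.0 Tris (100 mM), hold 15 min at room temperature, image with a 547/598 nm filter pair, and convert intensities to rhodamine-equivalent concentration using a six-point on-plate rhodamine series.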
BRCT inh green: inhibitors of human BRCA1 BRCT-phosphoprotein interaction (green fluorophore); P38398; actives 0.05% (n = 75,000); Potency, µM (titrated, usually from 76.9 µM), inactives show top-dose activity change, negative = inhibition, usual class: inhibitors; BRCA1 BRCT-phosphopeptide binding, green fluorescence polarization;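 note: potency is the fitted concentration of half-maximal effect; plate controls were peptide without protein for full effect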
Target sequence (P38398 whole entry, looked up): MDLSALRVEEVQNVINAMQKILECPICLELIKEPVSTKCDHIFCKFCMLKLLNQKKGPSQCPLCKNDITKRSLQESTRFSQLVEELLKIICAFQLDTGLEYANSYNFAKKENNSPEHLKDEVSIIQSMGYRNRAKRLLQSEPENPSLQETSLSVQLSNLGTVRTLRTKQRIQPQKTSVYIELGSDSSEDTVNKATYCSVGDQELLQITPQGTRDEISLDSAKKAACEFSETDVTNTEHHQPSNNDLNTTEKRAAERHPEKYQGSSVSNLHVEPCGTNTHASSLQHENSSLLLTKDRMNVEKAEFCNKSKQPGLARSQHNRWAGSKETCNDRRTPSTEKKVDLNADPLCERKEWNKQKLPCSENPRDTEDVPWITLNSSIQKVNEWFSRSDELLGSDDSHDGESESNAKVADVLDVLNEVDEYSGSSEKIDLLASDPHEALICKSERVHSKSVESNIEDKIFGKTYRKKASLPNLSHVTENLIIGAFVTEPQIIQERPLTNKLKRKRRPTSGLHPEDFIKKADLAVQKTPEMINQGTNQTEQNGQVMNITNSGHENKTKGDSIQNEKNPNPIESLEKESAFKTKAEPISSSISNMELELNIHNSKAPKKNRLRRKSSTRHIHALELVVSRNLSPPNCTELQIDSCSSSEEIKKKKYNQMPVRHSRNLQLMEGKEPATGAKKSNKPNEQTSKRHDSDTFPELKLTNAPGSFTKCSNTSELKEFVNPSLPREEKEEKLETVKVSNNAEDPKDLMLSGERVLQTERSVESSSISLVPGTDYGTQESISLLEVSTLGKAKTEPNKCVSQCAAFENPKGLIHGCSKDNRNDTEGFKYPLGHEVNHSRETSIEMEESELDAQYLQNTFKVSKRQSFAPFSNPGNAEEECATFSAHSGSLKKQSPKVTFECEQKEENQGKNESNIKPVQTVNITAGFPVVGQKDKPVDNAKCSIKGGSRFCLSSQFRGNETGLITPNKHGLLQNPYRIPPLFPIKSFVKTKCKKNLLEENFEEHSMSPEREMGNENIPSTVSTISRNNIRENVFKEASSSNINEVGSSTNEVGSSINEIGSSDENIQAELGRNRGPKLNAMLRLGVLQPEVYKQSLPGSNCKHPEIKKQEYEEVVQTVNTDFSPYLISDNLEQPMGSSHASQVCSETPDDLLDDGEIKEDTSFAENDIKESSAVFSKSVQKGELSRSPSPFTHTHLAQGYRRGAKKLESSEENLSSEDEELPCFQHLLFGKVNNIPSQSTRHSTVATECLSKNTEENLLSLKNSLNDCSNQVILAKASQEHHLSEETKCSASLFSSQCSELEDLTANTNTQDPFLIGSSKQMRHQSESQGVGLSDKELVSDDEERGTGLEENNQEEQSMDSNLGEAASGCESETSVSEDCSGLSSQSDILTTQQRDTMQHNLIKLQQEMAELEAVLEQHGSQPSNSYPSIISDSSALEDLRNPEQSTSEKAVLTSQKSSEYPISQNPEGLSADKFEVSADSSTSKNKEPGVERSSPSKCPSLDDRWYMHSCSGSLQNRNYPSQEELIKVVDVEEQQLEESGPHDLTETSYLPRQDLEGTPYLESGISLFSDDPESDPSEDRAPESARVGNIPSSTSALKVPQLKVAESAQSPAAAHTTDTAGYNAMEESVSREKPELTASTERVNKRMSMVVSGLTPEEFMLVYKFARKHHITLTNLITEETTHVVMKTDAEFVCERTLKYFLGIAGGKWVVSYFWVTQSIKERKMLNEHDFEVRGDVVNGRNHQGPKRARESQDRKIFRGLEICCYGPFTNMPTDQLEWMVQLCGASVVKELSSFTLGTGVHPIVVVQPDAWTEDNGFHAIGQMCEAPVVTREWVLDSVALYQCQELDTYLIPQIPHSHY
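Fluorescence polarization: His-tagged BRCT (~35 kDa BRCA1 C-terminus, 250 nM) bound to 100 nM fluorescein-labeled phosphorylated 10-aa BACH1 peptide, pH 7.3 phosphate buffer with DTT and Tween 20. Compounds incubated 12 min at room temperature; inhibition read as lowered polarization.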
A350 fluor: compound fluoresces in the Alexa 350 spectral region. actives 11% (n = 59,000). Compound autofluorescence, 340/450 nm, Alexa 350 dye-equivalents; stronger effect = higher value. max dye-equivalent concentration, M; in the data active = max dye-equivalent concentration above about 10 nM; inconclusive = mostly about 1.1 nM to 9.6 nM
BRCT PPI red: BRCT-phosphoprotein interaction inhibition (red fluorophore); Potency, µM (titrated, usually from 76.9 µM), for the others: at the top dose activity change, negative = inhibition, hits mostly inhibitors; BRCT-phosphopeptide binding, red fluorescence polarization; actives 0.03% (n = 75,000); note: % is set by controls: 0 for no effect and ±100 for the full control effect
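Fluorescence polarization: 100 nM His-tagged BRCA1 BRCT with 100 nM TAMRA-labelled phospho-BACH1 decapeptide, phosphate buffer pH 7.3 with 150 mM NaCl, DTT, 0.01% Tween 20; 12 min RT. Binding inhibition seen as FP decrease.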
4-MU autofl: compounds fluorescent in 4-MU spectral region. compound autofluorescence, 340/450 nm, 4-MU equivalents; stronger effect = higher value. max dye-equivalent concentration, M. actives 11% (n = 59,000). AID 589; in the data active = max dye-equivalent concentration above about 10 nM; inconclusive = mostly about 1.1 nM to 9.6 nM
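Compounds in 100 mM Tris, pH 8.0, incubated 15 min at room temperature, then fluorescence read at 340 nm excitation/450 nm emission. Signal converted to 4-MU dye-equivalent concentration using an on-plate six-point 4-MU standard curve.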
Caspase-7 inhib: allosteric or competitive inhibitors of human caspase-7; P55210; recombinant caspase-7, Ac-DEVD-AFC fluorescence rate; Potency, µM (doses to about 57.5 µM), inactives show at the highest dose activity change, negative = inhibition, actives largely listed as inhibitors; actives 0.02% (n = 75,000); AID 889; active = well fitted inhibition curve with a large enough effect in the main read-out, with a control signal flat, not every such curve was filed as active; inconclusive = small, poorly fitted or top-dose-only effect, or a change in a side signal; note: potency is the fitted concentration of half-maximal effect; % of control where 0% means no effect
TexasRed autofl: compound fluoresces in the Texas Red spectral region. Compound fluorescence, Texas Red channel, 547/618 nm; stronger effect = higher value. max dye-equivalent concentration, M. actives 0.06% (n = 59,000). AID 587; in the data active = max dye-equivalent concentration above about 10 nM; inconclusive = between about 1.1 nM and that limit
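Compound titrations in 100 mM Tris pH 8.0 were incubated 15 min at room temperature and read at 547 nm excitation / 618 nm emission. Texas Red six-point standard curve on each plate converted fluorescence to dye-equivalent concentration.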
HEK293 cAMP cs: counter-screen for TSHR agonists: cAMP increase in parental HEK293. parental HEK293 CNG cAMP sensor, membrane potential fluorescence. Potency, µM (top dose mostly 57.1 µM), for the others: top-dose activation, usual class: activators. actives 2.5% (n = 73,000). AID 938; note: potency is the fitted concentration of half-maximal effect; % of control where 0% means no effect; nearly all actives have a fitted effect of over 55% in size
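Parental HEK 293 cells stably expressing a modified CNG channel (no TSHR) report cAMP rise as membrane depolarization. Membrane potential dye with 100 uM RO 20-1724 was loaded for 60 min at room temperature, then compound added for 30 min; fluorescence read at 590 nm.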
Fluorescein autfl: compound fluoresces in the fluorescein spectral region | Compound autofluorescence, 480/540 nm, fluorescein-equivalent; stronger effect = higher value | AID 593 | max fluorescein-equivalent concentration, M | actives 0.91% (n = 59,000); in the data active = max fluorescein-equivalent concentration above about 10 nM; inconclusive = between about 1.1 nM and that limit
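Normalized response (dye-equivalent concentration) derives from comparing each well's 540 nm emission, under 480 nm excitation, with plate-resident fluorescein standards. Compounds were held in 100 mM Tris, pH 8.0, for 15 min at room temperature.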
Casp1 inh: blocks human caspase-1 allosterically or competitively. actives 0.03% (n = 75,000). Caspase-1 enzyme, Ac-WEHD-AFC fluorogenic rate. Potency, µM (titrated, usually from 57.5 µM), for inactives: at the top dose activity change, negative = inhibition, hits mostly inhibitors;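 note: potency is the fitted concentration of half-maximal effect; plate controls were vehicle for no effect and no substrate for full effect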
USP2a inhib: inhibitors of human ubiquitin-specific protease USP2a; O75604; USP2a enzymatic assay, qHTS inhibition; Potency, µM (highest dose often 38.3 µM), for the others: at the top dose activity change, negative = inhibition, actives largely listed as inhibitors; actives 0.1% (n = 60,000); AID 927;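 note: potency is the fitted concentration of half-maximal effect; nearly all actives have a fitted effect of over 60% in size; plate controls were DMSO for no effect and NEM full inhibition control for full effect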
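USP2 core (20 nM final) was preincubated with compound for 30 min at RT in 20 mM Tris-HCl pH 8.0, 2 mM CaCl2, 2 mM beta-mercaptoethanol; Ub-PLA2 (20 nM) plus NBD C6-HPC (20 uM) then added, fluorescence read after 2.5 h.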
Numbers without * were called inactive; i = inactive; ? = inconclusive; / = no result given; [ ] = dose if it differs, or a comment. Unless noted, calls come from the whole dose curve; as a rule, active = well fitted curve in the direction sought with a large enough effect; inconclusive = small, poorly fitted or top-dose-only effect, or another doubt; inactive = no such curve, though single readings can be large; an effect the other way counts as inactive or inconclusive.

compound	Fluorescein autfl	HEK293 cAMP cs	4-MU autofl	BRCT inh green	Rhodamine autofl	A350 fluor	Casp1 inh	TexasRed autofl	USP2a inhib	BRCT PPI red	Caspase-7 inhib
O=C(CN1CCN(Cc2ccccc2)CC1)N1CCCc2c1c(=O)oc1ccc(O)cc21	i	-14.6%	i	0.1%	i	i	-1.9%	i	28.8%	-0.3%	4.6%
CCCc1c(O)nc(SCC(=O)NCCc2ccc(OC)c(OC)c2)[nH]c1=O	i	4.0%	i	6.8%	i	i	2.9%	i	95.0%[activator]	-1.7%	-0.7%
COc1cccc(-c2csc(N3CCN(Cc4ccccc4)CC3)n2)c1	i	14.6%	i	1.7%	i	i	-9.4%	?	12.7%	-0.7%	-7.6%
Cc1cc(=O)oc2cc(OCc3nnc(-c4ccccc4Br)o3)ccc12	i	?	2.9e-07M*	3.1%	i	2.66e-07M*	-3.5%	i	32.5%[activator]	-0.1%	-5.7%
O=c1c(Cl)c(NCCO)ncn1-c1ccccc1	i	0.2%	i	1.0%	i	i	-1.0%	i	-8.3%	-1.5%	-2.2%
Cc1c[n+]([O-])n(-c2ccc(C(=O)O)cc2)n1	i	6.7%	2.14e-08M*	-2.7%	i	2.39e-08M*	-0.5%	i	?	-1.3%	0.5%
COc1ccc(N2CCN(CC(=O)Nc3cc(C)on3)CC2)cc1	?	-0.9%	i	-3.2%	i	i	-0.6%	i	-4.3%	0.9%	0.4%
CSc1nc(-c2ccco2)nn1S(=O)(=O)c1ccccc1	i	?	i	0.8%	i	i	-3.2%	?	-5.5%	0.0%	1.6%
Cc1ccc(OCC(=O)N2CCN(C3=NS(=O)(=O)c4ccccc43)CC2)cc1	i	4.5%	i	0.0%	i	i	-4.1%	?	9.6%	0.0%	3.7%
O=C(Nc1ccc(Cl)cn1)c1cc(S(=O)(=O)N2CCCCC2)ccc1Cl	i	4.3%	?	-1.1%	i	?	-1.8%	i	5.3%	1.1%	-3.0%
CN(C(=O)c1cnccn1)c1nnc(-c2cnccn2)s1	i	8.2%	i	0.8%	i	?	-2.1%	i	0.7%	0.4%	1.6%
O=C(c1ccccc1)c1cc(-c2ccccc2)on1	i	/	i	/	i	i	/	i	/	/	/
COc1ccc(N(CC(=O)NCc2ccco2)S(C)(=O)=O)cc1	?	-18.0%	i	-1.8%	i	i	0.9%	i	-10.5%	-0.1%	-0.9%
O=C(CCn1ccc2ccccc21)Nc1ccc(N2CCOCC2)cc1	?	12.0%	i	-0.3%	i	i	-1.1%	i	31.2%[activator]	0.1%	-2.5%
O=C(O)C(CCCCN1C(=O)c2ccccc2C1=O)N1C(=O)c2ccccc2C1=O (stereo unspecified)	/	7.1%	/	-1.3%	/	/	-1.4%	/	1.4%	0.9%	-1.4%
Cc1nn(Cc2ccccc2Cl)c(C)c1NC(=O)c1noc2c1CCCCC2	i	10.4%	i	-0.6%	i	i	0.8%	?	22.5%	-3.1%	-0.6%
CN1CCN(c2nc(-c3cccc(NS(C)(=O)=O)c3)nc3ccccc23)CC1	i	15.5%	i	-2.8%	i	i	-2.1%	i	10.2%	-3.2%	2.3%
COc1ccc(CN(CC(=O)NCC2CCCO2)C(=O)CNS(=O)(=O)c2ccc(C)cc2)cc1 (stereo unspecified)	i	8.3%	i	1.2%	i	i	-2.6%	i	5.7%	-0.5%	-0.6%
CC1(C(=O)NC2CCCCCCC2)CCC(=O)N1Cc1cccnc1 (stereo unspecified)	?	3.3%	i	-2.5%	i	i	1.8%	i	-4.7%	-1.6%	1.0%
CN(C)C(=O)c1ccc(-c2cc(-n3ccnc3)ncn2)cc1	?	-9.3%	i	0.3%	i	i	0.3%	i	13.3%	0.0%	-3.2%
O=C1CC(c2ccccc2)n2nc(N3C(=O)CCC3=O)nc2N1 (stereo unspecified)	/	?	/	-2.4%	/	/	-0.6%	/	/	1.3%	0.0%
CCOc1ccc(-c2noc(CCC(=O)O)n2)cc1	/	-1.0%	/	1.2%	/	/	-3.8%	/	/	-0.2%	-0.5%
O=C(CSc1ncnc2c1oc1ccccc12)N1CCCc2ccccc21	i	31.6µM*	i	1.1%	i	i	-0.9%	i	26.7%	0.9%	-1.1%
Cn1cccc1Cc1nnc(SCC(=O)NCc2ccco2)n1-c1ccc(F)cc1	i	3.1%	i	-1.1%	i	i	1.2%	i	13.2%	-0.1%	-2.3%
Cc1csc(NC(=O)c2ccc(C)c(S(=O)(=O)N3CCCCC3)c2)n1	i	22.8%	i	1.9%	i	i	-0.3%	?	48.8%[activator]	-0.1%	-1.2%
Cc1ccc(-c2nn(C)c(=O)c3ccccc23)cc1CO	i	1.7%	i	-2.9%	i	i	0.4%	i	6.1%	1.1%	1.2%
COC(=O)C(NC(=O)c1ccco1)(Nc1nc(C2CC2)cs1)C(F)(F)F (stereo unspecified)	i	22.8%	i	-2.1%	i	i	-6.3%	i	8.3%	0.1%	0.1%
CCOC(=O)C[C@@H](C(=O)OCC)[C@@H]1CCCCC1=O	/	0.0%[11.4 µM]	/	0.1%[15.4 µM]	/	/	1.0%[11.5 µM]	/	/	-1.1%[15.4 µM]	2.2%[11.5 µM]
Cc1ccc(C)c(S(=O)(=O)Nc2ccc(O)cc2)c1	/	-4.0%	/	-7.5%	/	/	-0.8%	/	2.5%	-0.9%	0.4%
CN(C)CC[C@@H](C(=O)C(C)(C)C)c1ccccn1	i	-3.9%[11.4 µM]	i	0.2%[15.4 µM]	i	i	-0.3%[11.5 µM]	i	/	0.7%[15.4 µM]	0.7%[11.5 µM]
CCOC(=O)c1oc2ccccc2c1CN1CCN(c2ccccc2)CC1	i	?	i	-1.0%	i	i	-8.3%	i	-5.6%	-1.4%	-10.1%
CC(O)c1n(C)c(Cl)c[n+]1C (stereo unspecified)	i	/	i	/	i	i	/	i	/	/	/
Cc1cccc(NCc2nc(SCC(N)=O)n[nH]2)c1	i	1.4%	?	-0.1%	i	?	0.2%	i	-24.3%	-0.6%	-0.7%
O=C(c1cnc(N2CCN(c3ncccn3)CC2)c2ccccc12)N1CCN(c2ccccn2)CC1	i	25.2%	?	0.9%	i	?	-1.4%	i	23.9%	-1.1%	-2.0%
O=C(COc1ccc(Cl)cc1)NCc1nnc(SCC(=O)Nc2ccccc2)o1	i	-9.3%	i	-2.4%	i	i	0.3%	i	8.6%	1.4%	-0.3%
O=C(c1coc(=O)c(Br)c1)N1CCCc2ccccc21	?	/	3.28e-07M*	/	i	3.61e-07M*	/	i	/	/	/
COc1cccc(-c2ccc3ncnc(NCc4cccs4)c3c2)c1	?	?	i	0.9%	i	i	-4.4%	i	12.4%	0.4%	-1.5%
O=C(c1cc(C(F)(F)F)cc(C(F)(F)F)c1)N1CCC2(CCCN(c3ccccn3)C2)CC1	i	25.1µM*	i	-1.2%	i	i	-4.1%	i	12.6%	-2.9%	-2.9%
COC(=O)N1CCC2(CCN(Cc3ccc(C#N)cc3)CC2)CC1	?	18.4%	i	-2.8%	i	i	-2.7%	i	17.3%	-0.2%	2.0%
CCOC(=O)N1CCC(N2C(=O)c3ccccc3C2Nc2cc(Cl)c(OC)cc2OC)CC1 (stereo unspecified)	/	-6.8%	/	1.4%	/	/	-3.4%	/	/	-2.8%	-5.7%
Cc1nc2ccc(Br)cn2c(=O)c1Cl	/	-2.3%	/	-0.1%	/	/	-4.3%	/	-5.8%	-1.1%	1.4%
CC(C)[C@H](NC(=O)NCc1ccc(Cl)cc1)C(=O)O	i	?	?	-0.1%	i	?	1.5%	i	-1.6%	0.4%	-0.4%
CCOC(=O)C(NC(=O)c1cccnc1)(Nc1cccc(C)n1)C(F)(F)F (stereo unspecified)	?	11.0%	i	-1.1%	i	i	-1.3%	i	8.8%	1.3%	-0.6%
CCOC(=O)Cc1cc(=O)n2[nH]c(C)cc2n1	i	4.6%	i	-2.4%	i	i	-0.5%	i	-10.6%	1.3%	-2.1%
COc1ccc(N2CCN(C(=O)c3cccc(N4C(=O)C5CC=CC(C)C5C4=O)c3)CC2)cc1 (stereo unspecified)	i	5.4%	i	-0.9%	i	i	-3.9%	i	49.1%[activator]	-0.1%	-10.9%
NC(=O)NCC(N)C(=O)O (stereo unspecified)	/	/	/	-1.8%	/	/	-0.3%	/	1.5%	-3.1%	-0.4%
COC(=O)c1cn(C(=O)c2ccco2)c2ccccc12	/	-2.4%	/	-1.1%	/	/	-2.7%	/	1.1%	-1.2%	-2.9%

Not all compounds are listed (hit frequency here may not be typical).
